# Rhodamine fluor = qHTS Assay for Spectroscopic Profiling in Rhodamine Spectral Region; Rhodamine-region fluorescence, 547/598 nm, Tris buffer; active compounds read high; max dye-equivalent concentration, M; hit rate 0.05% among 59,000; in the data active means max dye-equivalent concentration above about 11 nM; inconclusive means between about 1.1 nM and that limit
#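 Steps: pin-transfer compounds into pH 8.0 Tris (100 mM), hold 15 min at room temperature, image with a 547/598 nm filter pair, and convert intensities to rhodamine-equivalent concentration using a six-point on-plate rhodamine series.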
# DNA Pol III inh = qHTS Assay for Inhibitors of DNA Polymerase III Holoenzyme System; AID 603, 2007; reconstituted DNA polymerase III holoenzyme replication, biochemical; hit rate 0.25% among 71,000; Potency, µM (doses to about 57.1 µM), without a hit: top-dose activity change, negative = inhibition; further: potency means the concentration at half of the fitted maximal effect; on the % scale 0 is the no-effect control and ±100 the full control effect
#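 Reconstituted *E. coli* holoenzyme (0.35 nM Pol III, 1 nM beta, 154 nM SSB, 2 nM primase) was preincubated with compound for 15 min at RT. Synthesis on 1.4 nM ssM13Gori ran 35 min, then was stopped with PicoGreen/EDTA and read as dsDNA fluorescence.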
# HEK293 cAMP ctrl = qHTS Assay for Agonists of the Thyroid Stimulating Hormone Receptor: Activators of Intracellular cAMP Concentrations in Parental HEK 293. hit rate 2.5% among 73,000. parental HEK293 CNG cAMP sensor, membrane potential fluorescence. Potency, µM (top dose mostly 57.1 µM), inactives show at the highest dose activation, actives largely listed as activators; further: potency means the concentration at half of the fitted maximal effect; % of control where 0% means no effect; nearly all actives have a fitted effect of over 55% in size
#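 Parental HEK 293 cells stably expressing a cAMP-gated CNG channel were loaded with membrane potential dye containing 100 uM RO 20-1724 for 60 min. Compound added for 30 min; depolarization read as fluorescence intensity at 590 nm.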
# HADH2 inh = qHTS Assay for Inhibitors of HADH2 (Hydroxyacyl-Coenzyme A Dehydrogenase, Type II). 3-hydroxyacyl-CoA dehydrogenase type-2 (Homo sapiens), Q99714. recombinant HADH2, NADH fluorescence, beta-hydroxybutyryl-CoA. Potency, µM (series often up to 57.1 µM), inactives show at the highest dose activity change, negative = inhibition, most hits filed as inhibitors. hit rate 3.4% among 73,000. AID 886, 2007; further: potency means the concentration at half of the fitted maximal effect; on the % scale 0 is the no-effect control and ±100 the full control effect; nearly all actives have a fitted effect of over 60% in size; many of its hits are not listed in these tables
# Target sequence (Q99714 whole entry, looked up, one chain of several): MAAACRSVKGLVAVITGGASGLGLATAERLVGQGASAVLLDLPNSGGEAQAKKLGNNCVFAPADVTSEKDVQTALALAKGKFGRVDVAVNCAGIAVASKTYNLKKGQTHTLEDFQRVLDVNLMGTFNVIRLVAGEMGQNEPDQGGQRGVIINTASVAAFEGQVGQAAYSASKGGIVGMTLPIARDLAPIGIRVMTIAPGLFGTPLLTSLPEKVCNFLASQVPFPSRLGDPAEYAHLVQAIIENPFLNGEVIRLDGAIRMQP
#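 NADH fluorescence (ex 360/em 450 nm) read every 30 s for 4 min; activity taken as last-minus-first time point difference. Enzyme 20 nM, NAD+ 1 mM, beta-hydroxybutyryl-CoA 90 uM, pH 9.0 Tris buffer.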
# Caspase-7 inhib = qHTS Assay for Allosteric/Competitive Inhibitors of Caspase-7; P55210; recombinant caspase-7, Ac-DEVD-AFC fluorescence rate; Potency, µM (doses to about 57.5 µM), for inactives: at the top dose activity change, negative = inhibition, most hits filed as inhibitors; hit rate 0.02% among 75,000; AID 889, 2007; active means well fitted inhibition curve with a large enough effect in the main read-out, with a control signal flat, not every such curve was filed as active; inconclusive means small, poorly fitted or top-dose-only effect, or a change in a side signal; further: potency means the concentration at half of the fitted maximal effect; % of control where 0% means no effect
# Casp1 inh = qHTS Assay for Allosteric/Competitive Inhibitors of Caspase-1. Potency, µM (titrated, usually from 57.5 µM), inactives show top-dose activity change, negative = inhibition, most hits filed as inhibitors. AID 900, 2007. hit rate 0.03% among 75,000. P29466. Caspase-1 enzyme, Ac-WEHD-AFC fluorogenic rate;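 further: potency means the concentration at half of the fitted maximal effect; plate controls were vehicle for no effect and no substrate for full effect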
# BRCT inh green = qHTS Assay for Inhibitors of BRCT-Phosphoprotein Interaction (Green Fluorophore); AID 875, 2007; Potency, µM (doses to about 76.9 µM), for inactives: top-dose activity change, negative = inhibition, hits mostly inhibitors; hit rate 0.05% among 75,000; BRCA1 BRCT-phosphopeptide binding, green fluorescence polarization; Breast cancer type 1 susceptibility protein (Homo sapiens), P38398;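 further: potency means the concentration at half of the fitted maximal effect; plate controls were peptide without protein for full effect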
#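 Compounds were incubated for 12 min at room temperature with a complex of 100 nM fluorescein-tagged pBACH1 decapeptide and 250 nM His-tagged BRCT protein. Buffer was phosphate pH 7.3 with EDTA, DTT and Tween 20. Disruption of binding lowers the polarization signal.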
# Tau fil binding = qHTS Assay for Tau Filament Binding; recombinant tau filaments, thioflavin S fluorescence, 15 h; filaments grown with octadecylsulfate alongside compound; Potency, µM (highest dose often 57.1 µM), for inactives: at the highest dose activity change, negative = inhibition; hit rate 2% among 71,000; AID 596, 2007;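 further: potency means the concentration at half of the fitted maximal effect; on the % scale 0 is the no-effect control and ±100 the full control effect; actives lower thioflavin S fluorescence by blocking filaments or displacing dye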
#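 Recombinant tau protein (human, 1 uM final) plus 30 uM ODS in HEPES pH 7.4 with NaCl, DTT and thioflavine S. Compound present from the start; fluorescence at 510 nm after 15 h, 37 C.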
# BRCT PPI red = qHTS Assay for Inhibitors of BRCT-Phosphoprotein Interaction (Red Fluorophore); BRCT-phosphopeptide binding, red fluorescence polarization; Breast cancer type 1 susceptibility protein (Homo sapiens), P38398; AID 892, 2007; hit rate 0.03% among 75,000; Potency, µM (highest dose often 76.9 µM), for the others: top-dose activity change, negative = inhibition, hits mostly inhibitors; further: on the % scale 0 is the no-effect control and ±100 the full control effect
#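 Fluorescence polarization: 100 nM His-tagged BRCA1 BRCT with 100 nM TAMRA-labelled phospho-BACH1 decapeptide, phosphate buffer pH 7.3 with 150 mM NaCl, DTT, 0.01% Tween 20; 12 min RT. Binding inhibition seen as FP decrease.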
# ALOX15 inhib = qHTS Assay for Inhibitors of 15-hLO (15-human lipoxygenase). Polyunsaturated fatty acid lipoxygenase ALOX15 (Homo sapiens), P16050. purified 15hLO-1, xylenol orange hydroperoxide absorbance. Potency, µM (titrated, usually from 57.1 µM), inactives show top-dose activity change, negative = inhibition, most hits filed as inhibitors. hit rate 1.4% among 74,000; further: potency means the concentration at half of the fitted maximal effect; on the % scale 0 is the no-effect control and ±100 the full control effect; nearly all actives have a fitted effect of over 55% in size
#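 Purified human 15hLO-1 (40 nM) in 25 mM Hepes pH 7.5, 0.01% Triton X-100, preincubated 15 min RT with compound, then 50 uM arachidonic acid for 6 min. Hydroperoxide read by ferrous/xylenol orange, 30 min; 573/405 nm absorbance ratio gave progress.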
# USP2a inh = qHTS Assay for Inhibitors of Ubiquitin-specific Protease USP2a; Ubiquitin carboxyl-terminal hydrolase 2 (Homo sapiens), O75604; USP2a enzymatic assay, qHTS inhibition; Potency, µM (titrated, usually from 38.3 µM), without a hit: top-dose activity change, negative = inhibition, actives largely listed as inhibitors; hit rate 0.1% among 60,000;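 further: potency means the concentration at half of the fitted maximal effect; nearly all actives have a fitted effect of over 60% in size; plate controls were DMSO for no effect and NEM full inhibition control for full effect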
# Target sequence (O75604 whole entry, looked up): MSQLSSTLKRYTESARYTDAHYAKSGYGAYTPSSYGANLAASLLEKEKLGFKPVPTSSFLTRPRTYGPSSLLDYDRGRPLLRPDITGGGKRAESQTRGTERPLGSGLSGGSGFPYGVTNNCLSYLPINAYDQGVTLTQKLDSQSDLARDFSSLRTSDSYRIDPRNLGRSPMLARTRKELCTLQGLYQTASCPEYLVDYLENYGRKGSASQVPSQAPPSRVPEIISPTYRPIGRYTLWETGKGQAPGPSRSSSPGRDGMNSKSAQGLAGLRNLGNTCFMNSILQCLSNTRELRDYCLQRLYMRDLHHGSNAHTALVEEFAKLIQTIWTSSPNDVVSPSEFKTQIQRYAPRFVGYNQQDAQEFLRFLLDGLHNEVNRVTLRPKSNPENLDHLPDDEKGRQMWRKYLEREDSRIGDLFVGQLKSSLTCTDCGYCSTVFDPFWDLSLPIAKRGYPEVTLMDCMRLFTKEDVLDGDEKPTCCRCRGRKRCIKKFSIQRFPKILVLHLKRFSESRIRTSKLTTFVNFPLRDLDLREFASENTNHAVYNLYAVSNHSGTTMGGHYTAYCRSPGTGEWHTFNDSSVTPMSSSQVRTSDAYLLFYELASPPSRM
#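 20 nM USP2 core + cpd, 30 min RT; add 20 nM Ub-PLA2/20 uM NBD C6-HPC; read Ex460/Em535 at 0 h and 2.5 h. Normalized to NEM; qHTS curve fit/classification.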
# * hit, by the source's call; i = inactive; ? = inconclusive; · = no result given; [ ] = remark or other dose. Unless noted, the call rests on the fitted dose curve; in most records, active means well fitted curve in the direction sought with a large enough effect; inconclusive means small, poorly fitted or top-dose-only effect, or another doubt; inactive means no such curve, though single readings can be large; an effect the other way counts as inactive or inconclusive. Only part of the results is shown. The share of hits here may be higher or lower than overall.
SMILES,Rhodamine fluor,DNA Pol III inh,HEK293 cAMP ctrl,HADH2 inh,Caspase-7 inhib,Casp1 inh,BRCT inh green,Tau fil binding,BRCT PPI red,ALOX15 inhib,USP2a inh
Cc1[nH]nc(-c2ccc(O)cc2O)c1-c1ccc(Cl)cc1,i,2%,-6%,-22%,0%,-5%,1.3%,-10%,-1.7%,?,-9%
Cc1cc(O)c(C(C)C)cc1NC1=NS(=O)(=O)c2ccccc21,i,5%,0%,-2%,1%,0%,-6.8%,4%,-0.7%,-2%,4%
O=C(Cn1nc(Cc2cccnc2)c2ccccc2c1=O)N1CCN(C(=O)c2ccco2)CC1,·,-3%,-7%,1%,-2%,2%,-0.7%,-13%,1.0%,1%,·
Cc1ccccc1-c1noc(-c2cccs2)n1,·,2%,2%,-2%,-2%,2%,0.3%,-11%,-0.4%,3%,·
CC(=O)N1CCC2(CCCN(c3ccncc3)C2)CC1,i,0%,-5%,2%,-1%,-1%,-2.9%,-6%,-1.4%,-4%,-10%
CCCCC(CC)COP(=O)(OCC(CC)CCCC)OCC(CC)CCCC (stereo not drawn),·,-2%,32%,-2%,1%,-2%,-1.4%,?,-1.9%,8%,·
CC(C)NC(=O)N1CCC2(CC1)CCN(C(=O)c1cc(C(F)(F)F)cc(C(F)(F)F)c1)CC2,i,-2%,16%,7%,-1%,-3%,-3.7%,1%,1.1%,-1%,93%[activator]
CC(C)CCN1CC(C(=O)NCc2ccccc2)CC1=O (stereo not drawn),i,-4%,7%,7%,-1%,4%,-3.2%,-8%,0.4%,4%,2%
Cc1ccc(C(=O)CNc2nc3c(c(=O)[nH]c(=O)n3C)n2Cc2ccccc2)cc1,i,2%,-5%,5%,-1%,1%,-0.9%,-5%,0.8%,-5%,24%
O=C(c1scc2c1CCCC2)N1CCOCC1,i,-2%,1%,-11%,0%,1%,-2.5%,-10%,0.2%,14%,-4%
Fc1ccccc1Cn1nnc2c(NCCc3ccccn3)ncnc21,i,-5%,11%,1%,0%,0%,-0.8%,3%,0.4%,6%,11%
CCC(NC(=O)NCCCn1ccnc1)(C(F)(F)F)C(F)(F)F,i,3%,-14%,16%,0%,2%,-0.6%,4%,-0.1%,12%,6%
CCC(CC)C(=O)NCCc1cc2c(C)ccc(C)c2[nH]c1=O,·,-2%,13%,-3%,1%,1%,-1.4%,-3%,0.2%,-3%,·
O=C(NCc1cccnc1)c1ccccn1,i,4%,9%,6%,-1%,-1%,-0.5%,2%,0.1%,6%,1%
CCc1nnc(SCC(=O)NC2CCCCC2)nc1CC,i,-2%,15%,-6%,0%,2%,-2.0%,-23%,-0.5%,13%,2%
COc1ccc(S(=O)(=O)N2CCOCC2)cc1C(=O)Nc1nc2ccccc2s1,i,0%,-2%,?,0%,-3%,-1.5%,60%,-2.4%,-2%,12%
CCc1ccc2c(COC(=O)c3n[nH]c4ccccc34)cc(=O)oc2c1,i,2%,19%,1%,-6%,-3%,0.4%,53%,-1.6%,-20%,50%[activator]
CC1=C(C(=O)OCc2ccccc2)C(c2ccccc2)NC(=O)N1CCCCCC(=O)O (stereo not drawn),·,-10%,28%,-12%,-2%,2%,-0.4%,-3%,-0.4%,·,·
CCc1nnc(NC=C2C(=O)OC(C)(C)OC2=O)s1,i,-3%,1%,-4%,-2%,0%,-0.9%,52%,0.8%,2%,-6%
Cc1cc(C)n(-c2nc3c(c(=O)n(Cc4ccc(Cl)c(Cl)c4)c(=O)n3C)n2C)n1,i,4%,10%,6%,1%,-1%,-5.5%,-1%,1.0%,1%,12%
O=S(=O)(Cc1ccc(Cl)cc1)N1CCN(Cc2ccccc2)CC1,i,-1%,5%,5%,0%,-1%,1.1%,5%,1.0%,-5%,0%
N#Cc1cccc(-c2nc(NCc3cccs3)c3ccccc3n2)c1,i,-2%,14%,-14%,-5%,-5%,-2.1%,85%,-1.9%,-8%,78%[activator]
O=C(CN1C(=O)c2ccccc2C1=O)Nc1ccccc1F,·,-3%,?,14%,2%,-2%,-0.3%,5%,1.0%,-2%,-1%
CCC(C)NC(=O)C1CC(c2cccc(OC)c2)=NO1 (stereo not drawn),i,1%,18%,7%,-3%,3%,0.3%,-4%,-0.7%,13%,5%

# Compound profiles, from the list above. Order of screens: Rhodamine fluor, DNA Pol III inh, HEK293 cAMP ctrl, HADH2 inh, Caspase-7 inhib, Casp1 inh, BRCT inh green, Tau fil binding, BRCT PPI red, ALOX15 inhib, USP2a inh
# N#Cc1cccc(-c2nc(NCc3cccs3)c3ccccc3n2)c1 is entered as i, -2%, 14%, -14%, -5%, -5%, -2.1%, 85%, -1.9%, -8%, 78%[activator]
# O=S(=O)(Cc1ccc(Cl)cc1)N1CCN(Cc2ccccc2)CC1 is entered as i, -1%, 5%, 5%, 0%, -1%, 1.1%, 5%, 1.0%, -5%, 0%

# (further entries)
SMILES,Rhodamine fluor,DNA Pol III inh,HEK293 cAMP ctrl,HADH2 inh,Caspase-7 inhib,Casp1 inh,BRCT inh green,Tau fil binding,BRCT PPI red,ALOX15 inhib,USP2a inh
O=C(NCC1COc2ccccc2O1)c1cn(Cc2ccc(F)cc2)nn1 (stereo not drawn),i,6%,0%,1%,2%,1%,-0.2%,-10%,-0.9%,2%,52%[activator]
CC(=O)c1coc2ccc(OCCN3CCCCC3)cc12,·,-6%,?,8%,1%,-1%,-0.5%,-14%,-0.9%,-24%,4%
C#CCCCO/N=C1/C[C@@H](O)[C@@H](O)[C@@H]2[C@@H]3C(=O)N(c4cccc(Oc5ccccc5)c4)C(=O)[C@H]3CC[C@@H]12,·,·,-5%[11.4 µM],10%[11.4 µM],-2%[11.5 µM],-4%[11.5 µM],-0.2%[15.4 µM],·,1.3%[15.4 µM],1%[11.4 µM],·
O=C(CSc1nnc(-c2cccnc2)n1-c1ccccc1)Nc1ccccn1,i,-3%,6%,6%,-1%,-1%,0.9%,13%,-1.0%,3%,7%
Cc1cc(C(=O)OCn2nnc3ccccc3c2=O)c(C)n1-c1ccccc1,i,-3%,19%,23%,-2%,-3%,0.1%,-3%,2.0%,-21%,13%
CCOc1ccc(NC(=O)CCS(=O)(=O)c2cccc3nsnc23)cc1,i,4%,1%,-16%,4%,-1%,-2.0%,-10%,-1.0%,4%,2%
C[C@@H](N=C(N)N)C(=O)O,i,-6%[11.4 µM],-1%[11.4 µM],28%[11.4 µM],1%[11.5 µM],2%[11.5 µM],2.6%[15.4 µM],-15%[11.4 µM],1.4%[15.4 µM],4%[11.4 µM],·
CC(=O)C(Sc1nc(NC(C)(C)C)nc(N(C)C)n1)C(C)=O,i,-8%,-3%,8%,-1%,1%,-0.9%,2%,-1.6%,-25%,0%
Nc1ccnc(C(F)(F)F)c1C(=O)c1ccccc1,i,-4%,4%,?,0%,1%,0.0%,3%,-0.9%,3%,9%
Cc1cc(C)cc(OCc2nnc(SCC(=O)OC3CCCCC3)o2)c1,i,-4%,21%,2%,-1%,-3%,-1.6%,-1%,-0.1%,-9%,-6%
CC1CN(S(=O)(=O)c2ccc(NC(=O)CCN3C(=O)c4ccccc4C3=O)cc2)CC(C)O1 (stereo not drawn),i,-2%,-19%,7%,1%,2%,-1.1%,-15%,0.5%,5%,31%[activator]
Oc1ccccc1C1=Nc2ncnn2C(c2ccccc2)C1 (stereo not drawn),i,4%,20%,0%,-2%,-4%,1.1%,-16%,-1.8%,-9%,6%
COc1ccc(C2CC(c3cccc(Cl)c3)n3nc(N)nc3N2)cc1 (stereo not drawn),·,2%,7%,4%,-5%,0%,-2.6%,-10%,-0.8%,9%,·
